From PubChem
Kir21 inh: inhibitors of mouse Kir2.1 inward-rectifier potassium channel. HEK293-Kir2.1, FluxOR thallium flux fluorescence; active compounds read low. B-score at 10 µM. 310,000 tested, 0.85% active;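 active means fluorescence ratio B-score at or below minus 3 SD of library scores, with starting-brightness B-score within 2 SD, cut at about -4.2 in these data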;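 further: channel flux triggered by added potassium and thallium sulfate stimulus; B-score of peak minus minimum fluorescence over baseline after thallium stimulus; more negative B-score means stronger Kir2.1 block with less thallium influx; some compounds called inactive have numbers as strong as hits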
Target sequence (P35561 whole entry, looked up): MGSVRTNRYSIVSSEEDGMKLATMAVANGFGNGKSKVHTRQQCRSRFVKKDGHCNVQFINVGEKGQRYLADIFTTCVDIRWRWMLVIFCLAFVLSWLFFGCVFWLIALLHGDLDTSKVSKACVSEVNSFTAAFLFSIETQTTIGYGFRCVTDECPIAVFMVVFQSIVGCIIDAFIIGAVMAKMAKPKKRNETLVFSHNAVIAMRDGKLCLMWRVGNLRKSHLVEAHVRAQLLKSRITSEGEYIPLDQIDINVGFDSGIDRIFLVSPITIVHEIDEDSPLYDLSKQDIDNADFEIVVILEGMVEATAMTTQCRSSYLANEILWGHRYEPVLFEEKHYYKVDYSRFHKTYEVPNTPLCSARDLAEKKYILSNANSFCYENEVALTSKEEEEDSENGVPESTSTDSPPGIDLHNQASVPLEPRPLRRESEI
CHT block: inhibitors of human choline transporter CHT | AID 488975 | 310,000 tested, 0.86% active | Q9GZV3 | B-score at 10 µM | CHT-expressing cells, membrane potential dye, choline response; active compounds read low;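 active means B-score over 3 SD under the library average, and starting fluorescence ratio not unusually high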;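 further: choline stimulus applied at its EC90 after an EC20 pre-addition; B-score computed on integrated fluorescence ratio after choline addition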
Target sequence (Q9GZV3 whole entry, looked up): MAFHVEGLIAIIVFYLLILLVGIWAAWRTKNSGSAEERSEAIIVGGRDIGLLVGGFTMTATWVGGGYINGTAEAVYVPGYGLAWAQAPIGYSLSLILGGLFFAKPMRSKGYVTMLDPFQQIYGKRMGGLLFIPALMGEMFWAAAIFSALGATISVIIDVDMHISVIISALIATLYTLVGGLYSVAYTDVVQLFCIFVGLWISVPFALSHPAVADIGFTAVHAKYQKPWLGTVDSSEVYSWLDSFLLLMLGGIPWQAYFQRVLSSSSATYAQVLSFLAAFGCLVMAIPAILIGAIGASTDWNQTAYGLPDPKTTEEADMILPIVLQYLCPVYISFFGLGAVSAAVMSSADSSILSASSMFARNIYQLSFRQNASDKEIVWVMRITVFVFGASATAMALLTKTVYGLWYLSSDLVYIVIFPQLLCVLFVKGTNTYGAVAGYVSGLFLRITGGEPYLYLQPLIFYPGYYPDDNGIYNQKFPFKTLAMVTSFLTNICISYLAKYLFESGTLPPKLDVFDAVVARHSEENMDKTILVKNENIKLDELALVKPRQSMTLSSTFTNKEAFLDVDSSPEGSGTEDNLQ
Active calls of the source: *; i = inactive; nt = no result given.

SMILES | Kir21 inh | CHT block
CN(C)C(=N)c1n[nH]nc1SCc1ccccc1 | 0.44 | i
O=S(=O)(Nc1ccc(N2CCCCC2)cc1)c1ccc(F)c(F)c1 | -0.13 | i
CCCOc1ccc(C(=O)CCC(=O)OCC(=O)Nc2ccc(OCC)cc2)cc1 | 1.7 | i
COCCOC(=O)C1=C(C)NC(=O)N(C(C)=O)C1c1ccc(Cl)cc1 (stereo unspecified) | -0.59 | i
CN(C)c1ccc(N=Cc2cccn2C)cc1 | 1.1 | i
CCn1nc(C)c(NC(=O)c2cnn3c(C(F)F)cc(-c4ccccc4)nc23)c1C | 0.16 | i
CCOc1ccc(S(=O)(=O)N(CC(=O)NCc2cccnc2)c2ccc(F)cc2)cc1 | 0.56 | i
Cc1onc(-c2ccc(Cl)cc2)c1-c1ccnn1S(=O)(=O)c1cccc(C(F)(F)F)c1 | 1.3 | i
COc1cccc(CN(C)C(=O)c2ccccc2Sc2ccccc2C#N)c1OC | -1.4 | i
Cc1cc(C(=O)N(CCC#N)Cc2cccs2)no1 | 0 | i
O=C(NCC(=O)N(Cc1ccccc1)C(C(=O)NC1CCCC1)c1ccncc1)c1ccco1 (stereo unspecified) | 0.01 | i
O=c1c2sccc2[nH]c(=S)n1-c1ccccc1 | 1 | i
CC1CC(Nc2ccccc2)c2ccccc2N1C(=O)c1cccnc1 (stereo unspecified) | 1.6 | i
Cc1ccc(-c2csc(N3N=C(c4ccccc4)/C(=C\c4ccc(N(C)C)cc4)C3=O)n2)cc1 | 0.84 | i
C=CCNC(=S)Nc1ccc2cn[nH]c2c1 | 0.07 | i
CC(Sc1ccccc1)C(=O)N1CCN(S(=O)(=O)c2ccccc2)CC1 (stereo unspecified) | -0.38 | i
CCOc1c(Cl)cc(CNc2ccc(S(N)(=O)=O)cc2)cc1OC | -2.2 | i
COc1ccc(N2CCN(C(=O)Cc3nn(C)c(=O)c4ccccc34)CC2)cc1 | 0.53 | i
c1ccc2c(-n3cccn3)cccc2c1 | -0.76 | i
Cc1ccccc1Nc1nc(N)nc(-c2oc3ccccc3c2C)n1 | 0.19 | i
CCOc1ccc(NC(=S)Nc2ccc(OC(F)(F)F)cc2)cc1 | 0.42 | i
COc1ccc(C(=O)NC2CCCc3c2cnn3-c2cccc(C)c2C)c(OC)n1 (stereo unspecified) | -1 | i
CCN(Cc1ccccc1)C(=O)CCNS(=O)(=O)c1cc(Br)cnc1N | -1.8 | i
Cc1ccc(C(C)NC(=O)c2cccnc2)cc1 (stereo unspecified) | 1.2 | i
COc1cccc(N2CCN(c3ncnc4c3[nH]c3ccc(F)cc34)CC2C)c1 (stereo unspecified) | -0.76 | -7*
O=C(CS(=O)(=O)c1ccc(F)cc1)Nc1nnc(-c2ccccc2Cl)o1 | -0.31 | i
O=C(NC(=S)N1CCN(Cc2ccc3c(c2)OCO3)CC1)c1cccc(Br)c1 | 0.63 | i
O=C(Cn1cc(C(F)(F)F)ccc1=O)Nc1cc(S(=O)(=O)N2CCOCC2)ccc1Cl | 1.2 | i
CC1CN(CC(=O)Nc2cccc(C(=O)Nc3cccc(C(F)(F)F)c3)c2)CC(C)O1 (stereo unspecified) | -1.2 | i
CN(C)C1NC(=O)c2cc(-c3ccccc3)sc2N1 (stereo unspecified) | -0.38 | i
CCOn1c(=O)c(-c2cc3ccccc3o2)[n+]([O-])c2ccccc21 | -0.22 | i
CN(Cc1ccccc1)C(=O)CSc1nc2c(c(C(F)(F)F)n1)CCc1ccccc1-2 | 0.56 | i
CCOC(=O)c1ccc(NC(=O)CN2C(=O)CSCC2=O)cc1 | -0.11 | i
CCCN(C(=O)CCSc1ccc(F)cc1)c1c(N)n(Cc2ccccc2)c(=O)[nH]c1=O | -0.77 | i
c1coc(-c2cc(C3CCNCC3)[nH]n2)c1 | 0.04 | i
Cc1cccc(NC2=NC(=S)N(CC#N)C23CCCCC3)c1 | -2.8 | i
Oc1ccc(/C=N/NC2=NCCCCC2)cc1 | 1.9 | i
Cc1cc(Nc2cccc(F)c2)n2nc(C)nc2n1 | -0.01 | i
COC(=O)C1=C(C)N(Cc2ccccc2)C(=NCC(C)C)N[C@H]1c1ccccc1 | -8.2* | i
CC(C)(C)n1ncc2c(=O)n(CC(=O)NC3CCCCC3)cnc21 | 0.03 | i
CCC(=O)N1CCN(c2nc(-c3ccc(Cl)cc3)cs2)CC1 | -0.08 | i
C/C(=N\NC(=O)c1c([N+](=O)[O-])c(C)nn1C)c1ccc(NC(=O)C2CCCC2)cc1 | -0.22 | i
Cc1ccc(NC(=O)CSCC(=O)N2CCOCC2)cc1 | 1.7 | i
N#Cc1ccc(CN2CCN(CC(=O)NCCc3ccc(Cl)cc3Cl)CC2)cc1 | -0.32 | i
COc1ccc(OC)c(NC(=O)CSc2n[nH]c(-c3cccnc3)n2)c1 | -2 | i
O=C1CN(C(=O)c2cc3ccccc3oc2=O)C(c2ccc(F)cc2)c2cc(F)ccc2N1 (stereo unspecified) | 0.12 | i
COc1ccc(-n2ccnc2SCC(=O)Nc2ccccc2)cc1 | -0.23 | i
COc1ccccc1N1CCN(S(=O)(=O)Cc2ccccc2Cl)CC1 | -1.1 | i
CCOCC(=O)Nc1ccc([N+](=O)[O-])cc1C | 2.7 | i
CCc1ccc(NC(=O)COc2coc(CN3CCN(c4ccccc4)CC3)cc2=O)cc1 | -2.2 | i
c1ccc(-c2nc(NCc3cccnc3)c3oc4ccccc4c3n2)cc1 | 0.33 | i
CCOC(=O)C(C)Oc1cccc2c(=O)n(CC(=O)NCCc3ccc(OC)c(OC)c3)ccc12 (stereo unspecified) | -2 | i
O=C(NC1CCCC1)C(c1ccncc1)N(C(=O)c1ccco1)c1ccccc1 (stereo unspecified) | -0.12 | i
COc1ccc(CNC(=O)C2CCN(C(=O)[C@@H]3Cc4ccccc4CN3)CC2)cc1 | -1.6 | i
COc1ccc(NC(=O)c2ccccc2NS(=O)(=O)c2ccc(CNC(C)=O)cc2)c(OC)c1 | -0.52 | i
Cc1cc(C)cc(NC(=O)C2CCN(C(=O)[C@@H]3Cc4ccccc4CN3)CC2)c1 | 1.7 | i
COc1ccc(O)c(/C=N/NC(=O)c2ccc(OCc3cccc(Br)c3)cc2)c1 | 0.43 | i
O=C(CSc1ncnc2c1nnn2Cc1ccccc1F)N1CCN(c2ccccc2)CC1 | 1.9 | nt
CN(Cc1cccc2cnccc12)C(=O)CCc1nnc(CCc2ccccc2)o1 | -1.6 | i
O=c1[nH][nH]c(-c2ccccc2O)c1C(C[N+](=O)[O-])c1ccccc1 (stereo unspecified) | 0.43 | i

Single values from the entries so far.
Reading of COc1ccc(O)c(/C=N/NC(=O)c2ccc(OCc3cccc(Br)c3)cc2)c1 in Kir21 inh: 0.43
Reading of Cc1cc(C)cc(NC(=O)C2CCN(C(=O)[C@@H]3Cc4ccccc4CN3)CC2)c1 in Kir21 inh: 1.7

(next part)
SMILES | Kir21 inh | CHT block
Cc1ccc(-n2ncc3c2CCCC3NC(=O)c2ocnc2C)cc1C (stereo unspecified) | 0.38 | i
CC1(C)CC(=O)C/C(=N\NC(=O)CCc2ccc(S(=O)(=O)N3CCOCC3)cc2)C1 | -0.55 | i
O=C(Nc1ccccc1C(=O)N/N=C/c1ccco1)c1ccccc1Cl | 0.09 | i
CCOc1cccc2sc(N(CCN(CC)CC)C(=O)c3cccc(N4C(=O)CCC4=O)c3)nc12 | -0.9 | i
CC1CN(C(=O)c2ccc(-c3cccc(C(F)(F)F)c3)o2)CC(C)O1 (stereo unspecified) | 0.79 | i
O=C(Nc1cccnc1)c1c(F)cccc1F | -0.82 | i
Cc1ccc2cc(CCNS(=O)(=O)c3ccc(Br)cc3)c(=O)[nH]c2c1C | 0.21 | i
CC(=O)Nc1cccc(NC(=O)Nc2ccc(F)cc2F)c1 | 1.2 | i
Cc1nc2ccccc2c(=O)n1N(c1ccccc1)c1ccccc1 | 0.4 | i
CCOC(=O)c1nc(C)n(-c2ccc(Cl)cc2)n1 | 0.6 | i
CCN(CC)S(=O)(=O)c1cccc(-c2nnc(SCC(=O)NC3CCCC3)n2N)c1 | -0.4 | i
COc1ccc(S(=O)(=O)N2CCCC(C(=O)NC3CCCC3)C2)cc1OC (stereo unspecified) | -0.38 | i
COc1cccc(CN2CC(C(=O)NCCc3ccc(C)o3)CCC2=O)c1 (stereo unspecified) | -0.32 | i
COc1cccc(-c2cn(C[C@H]3CC[C@@H]([C@@H]4CC[C@H](Cn5cc(-c6cccc(OC)c6)nn5)O4)O3)nn2)c1 | -2 | i
O=C(NCc1ccco1)C(c1ccc(F)cc1)N(Cc1cccnc1)C(=O)Cn1nnc2ccccc21 (stereo unspecified) | 1.6 | i
CCOc1cc(/C=C2/C(=N)N3C=CSC3=NC2=O)ccc1OCCCOc1ccccc1C | 0.07 | i
Cc1cc(C)n(-c2nncc(-c3ccccc3)n2)n1 | 0.11 | i
COc1ccc(CCNC(=O)C2CCCN(Cc3nc(-c4cccc(Cl)c4)oc3C)C2)cc1OC (stereo unspecified) | 0.18 | i
CCOC(=O)c1sc(NC(=O)C(CC)OC(=O)C(CC(C)C)NC(=O)c2ccccc2)nc1C (stereo unspecified) | 0.22 | i
NC(=O)CSc1nnc(-c2cccs2)n1Cc1ccco1 | 1.2 | i
Cc1cccc(/C=C2\CS/C(=C\c3cccc(C)c3)C2=O)c1 | -0.85 | i
CCOc1ccc(OCC(O)CN2CCc3ccccc3C2)cc1 (stereo unspecified) | -1.6 | i
COc1ccc(NC(=O)c2ccc(OC(=S)N(C)c3ccc(OC)cc3)cc2)cc1 | -0.08 | i
COc1ccc(-c2cn3cccnc3n2)cc1NC(=O)c1cc(OC)c(OC)c(OC)c1 | -0.01 | i
CSC1=NSC2=NC(=O)/C(=C/c3coc4ccc(O)cc4c3=O)C(=N)N12 | -15 | i
Cc1nc(SCc2ccc(C(=O)O)cc2)c2c(C)c(C)sc2n1 | 1.9 | i
CCN1C(=O)c2ccccc2S(=O)c2ccc(C(=O)N3CCCC3)cc21 (stereo unspecified) | -0.03 | i
CCOc1ccc(Nc2nc(N)nc(CSC(=S)N3CCN(c4ccccc4)CC3)n2)cc1 | 2 | i
COC(=O)c1ccccc1N1C(=O)[C@@H]2C(c3ccc(F)cc3)=NO[C@@H]2C1=O | -0.31 | i
O=c1[nH]c(CSc2nnnn2-c2ccccc2)nc2ccccc12 | -0.19 | i

Compounds shown so far with a nitro group on carbon (3):
SMILES | Kir21 inh | CHT block
C/C(=N\NC(=O)c1c([N+](=O)[O-])c(C)nn1C)c1ccc(NC(=O)C2CCCC2)cc1 | -0.22 | i
CCOCC(=O)Nc1ccc([N+](=O)[O-])cc1C | 2.7 | i
O=c1[nH][nH]c(-c2ccccc2O)c1C(C[N+](=O)[O-])c1ccccc1 (stereo unspecified) | 0.43 | i

(further entries)
SMILES | Kir21 inh | CHT block
S=C(Nc1cccc(Cl)c1)N(CCCN1CCCC1)Cc1cccn1Cc1ccc(Cl)cc1 | -1.1 | i
CC(=O)c1ccc(-n2c(-c3cc(-c4ccsc4)n[nH]3)n[nH]c2=S)cc1 | -0.82 | i
CCOC(=O)CC(NC(=O)c1cc2cccc(OC)c2oc1=O)c1cccc([N+](=O)[O-])c1 (stereo unspecified) | 0.3 | i
CN(C)C(CNC(=O)C1CCN(S(=O)(=O)c2cccc(Cl)c2Cl)CC1)c1ccccc1 (stereo unspecified) | -1.2 | i
C=CCn1c(SCCN2C(=O)c3ccccc3C2=O)nc2scc(-c3ccccc3)c2c1=O | 0.58 | i
NC(=O)CSc1nnc(-c2ccncc2)n1CCc1ccccc1 | 1.2 | i
COCC(=O)N=Nc1c(O)[nH]c2ccccc12 | 1.6 | i
O=C(N/N=C\c1cccnc1)C1c2ccccc2Oc2ccccc21 | -0.6 | i
CC(=O)Nc1ccc(NC(=O)c2ccco2)cc1 | -0.69 | i
Cc1ccc(S(=O)(=O)N(C)c2c(C)ccc(S(=O)(=O)NC(C)(C)C)c2C)cc1 | -1.2 | i
COc1cccc(OCC(=O)Nc2ccc(OC)c(OC)c2)c1 | 1.1 | i
Cc1ccc(/C=N/NC(=O)c2ccc(-n3cccc3)cc2)o1 | -0.94 | i
CCOC(=O)C1CCCN(CCC(C)c2ccccc2)C1 (stereo unspecified) | 1.8 | i
CCOC(=O)c1c(NC(=O)C2c3ccccc3Oc3ccccc32)sc(C(C)=O)c1C | 2.3 | i
O=C1C=C(N2CCOCC2)c2ccccc2C1=O | 0.81 | i

Random excerpt: 6 records from the list, in no set order.
SMILES | Kir21 inh | CHT block
CCCOc1ccc(C(=O)CCC(=O)OCC(=O)Nc2ccc(OCC)cc2)cc1 | 1.7 | i
CCOC(=O)CC(NC(=O)c1cc2cccc(OC)c2oc1=O)c1cccc([N+](=O)[O-])c1 (stereo unspecified) | 0.3 | i
CCOc1ccc(NC(=S)Nc2ccc(OC(F)(F)F)cc2)cc1 | 0.42 | i
O=c1[nH][nH]c(-c2ccccc2O)c1C(C[N+](=O)[O-])c1ccccc1 (stereo unspecified) | 0.43 | i
CN(C)C1NC(=O)c2cc(-c3ccccc3)sc2N1 (stereo unspecified) | -0.38 | i
CCOCC(=O)Nc1ccc([N+](=O)[O-])cc1C | 2.7 | i

Next part.
SMILES | Kir21 inh | CHT block
Cc1ccccc1-c1nc(CN2CCC(C(=O)NCCC3=CCCCC3)CC2)c(C)o1 | -1.5 | i
Cc1ccc(NC(=O)CN2C(=O)S/C(=C\c3cccn3-c3cccc(C(=O)O)c3)C2=O)cc1C | 0.57 | i
CC(C)n1cc(CNC(=O)C2CCC(=O)N(Cc3ccccc3F)C2)cn1 (stereo unspecified) | -0.26 | i
O=S(=O)(NC1CC2CCC1C2)c1ccc(Br)cc1 (stereo unspecified) | -0.6 | i
Cc1cc(C(=O)Nc2cccc(-c3ccc(N4CCOCC4)nn3)c2)ccc1[N+](=O)[O-] | 0.79 | i
CCOCCCNC(=O)C(NC(=O)CC1NC(=O)NC1=O)c1ccc(Cl)cc1 (stereo unspecified) | nt | i
O=c1c2c(-c3ccc(Cl)cc3)csc2ncn1/N=C/c1cccc([N+](=O)[O-])c1O | 0.87 | i
CN1CCc2c(sc(/N=C/c3c[nH]c4ccccc34)c2C#N)C1 | 0.06 | i
